From PubChem
Glioma ERSR ind: ER stress response induction in glioma; actives 0.02% (n = 420,000); Potency, µM, for the others: at the top dose activation, most hits filed as activators; U87-MG GRP78 promoter luciferase reporter, 16 h; AID 602332; also: potency is read from the fitted curve at half-maximal effect; series mostly up to about 76 µM; % of control where 0% means no effect; nearly all actives have a fitted effect of over 35% in size
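Stably transfected U87-MG human glioma cells carrying a GRP78-based luminescent sensor were seeded at 1000 cells/well, pin-dosed with compounds and incubated 16 h. Luciferase reagent was then added, and end-point luminescence was read after 10 min at room temperature.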
Anesthetic bind: candidate novel general anesthetic via apoferritin binding. Potency, µM (doses to about 77.5 µM), for the others: top-dose activity change, negative = displacement, most hits filed as inhibitors. apoferritin/1-aminoanthracene competitive binding, fluorescence. actives 0.074% (n = 350,000). AID 485281; also: potency is read from the fitted curve at half-maximal effect; % is scaled to controls: 0 for no effect and ±100 for the full control effect; nearly all actives have a fitted effect of over 20% in size
Target sequence (P02791 2-175 limits assumed): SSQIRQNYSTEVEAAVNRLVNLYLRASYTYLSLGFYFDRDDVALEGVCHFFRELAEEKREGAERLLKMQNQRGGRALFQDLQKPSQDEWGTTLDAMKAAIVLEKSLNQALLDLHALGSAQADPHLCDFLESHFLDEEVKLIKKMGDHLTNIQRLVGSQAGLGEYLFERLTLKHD
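10 uM apoferritin + 50% sat. 1-AMA, PBS; cpd 10 min RT; Ex380/Em535 endpoint; normalized to free probe vs complex; 4-param Hill fit; propofol titration as pos. ctrl.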
Pol iota inh: DNA polymerase iota (human) inhibition; Q9UNA4; Pol iota fluorescent replication assay, 10 min; Potency, µM (top dose mostly 115 µM), for the others: at the highest dose activity, negative = inhibition, actives largely listed as inhibitors; actives 1% (n = 390,000); AID 588590; also: potency is read from the fitted curve at half-maximal effect
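Fluorescent replication assay read twice, at 0 min and 10 min after adding 50 nM (final) substrate. Enzyme (10 nM) and compounds were first incubated 15 min at room temperature; enzyme-free buffer wells were negative controls.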
POLK inh: DNA polymerase kappa (human) inhibition | Q9UBT6 | purified Pol kappa, fluorescent DNA synthesis assay, 10 min | Potency, µM (titrated, usually from 107 µM), for the others: top-dose activity, negative = inhibition, usual class: inhibitors | actives 0.53% (n = 400,000) | AID 588579; also: potency is read from the fitted curve at half-maximal effect; % is scaled to controls: 0 for no effect and ±100 for the full control effect
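Kinetic fluorescence screen: compound preincubated 15 min RT with 10 nM enzyme; 50 nM substrate (final) initiates; reads at 0/10 min.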
BLM inh: inhibitors of human Bloom syndrome helicase BLM; P54132; recombinant BLM DNA unwinding, fluorescence dequenching; Potency, µM (titrated, usually from 56.1 µM), without a hit: at the top dose activity change, negative = inhibition, most hits filed as inhibitors; actives 0.2% (n = 350,000);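 also: potency is read from the fitted curve at half-maximal effect; plate controls were vehicle for no effect and no enzyme for full effect; nearly all actives have a fitted effect of over 35% in size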
APEX1 inh: blocks human APE1 abasic DNA cleavage | P27695 | recombinant APE1, TAMRA/BHQ-2 abasic DNA cleavage fluorescence | Potency, µM (series often up to 65.8 µM), without a hit: at the top dose activity change, negative = inhibition, actives largely listed as inhibitors | actives 0.35% (n = 350,000) | AID 2517;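 also: potency is read from the fitted curve at half-maximal effect; plate controls were vehicle for no effect and reference inhibitor for full effect; nearly all actives have a fitted effect of over 55% in size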
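Incision of a quenched TAMRA/BHQ-2 THF abasic-site duplex (50 nM) by 0.75 nM APE1, after 15 min compound preincubation, measured as fluorescence increase over three 60 s reads. Values normalized to buffer, DMSO and NSC13755 control wells.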
POLB inh: DNA polymerase beta (human) inhibition; P06746; Pol beta primer extension/strand displacement, fluorescence kinetic; Potency, µM (highest dose often 114 µM), inactives show top-dose activity change, negative = inhibition, actives largely listed as inhibitors; actives 1.3% (n = 340,000); also: potency is read from the fitted curve at half-maximal effect; % is scaled to controls: 0 for no effect and ±100 for the full control effect
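Pol beta (10 nM) and compounds were preincubated 15 min at room temperature, then 50 nM substrate (final) started primer extension/strand displacement. Reads were taken at 0 and 10 min; concentration-response data were fitted to a four-parameter Hill equation.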
LDHA block: blocks human lactate dehydrogenase A | purified LDHA, NADH/diaphorase-resazurin fluorescence; hits give low values | activity change, % (values are at about 110 or 230 µM) | actives 0.15% (n = 480,000) | AID 1347041; in the data active = activity change below about -30%; inconclusive = mostly about -25% to -30%;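 also: plate controls were DMSO wells for no effect and wells without enzyme for full effect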
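Remaining NADH was detected by diaphorase (0.133 mg/mL) converting 37 µM resazurin to fluorescent resorufin, read at 0 and 20 minutes. The preceding 5-minute room-temperature reaction used 2 nM LDHA, 0.2 mM sodium pyruvate and 0.06 mM NADH at pH 7.4.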
POLH inh: DNA polymerase eta (human) inhibition | Q9Y253 | recombinant Pol eta, fluorescent DNA replication assay | Potency, µM (series often up to 114 µM), for the others: at the top dose activity change, negative = inhibition, actives largely listed as inhibitors | actives 1.2% (n = 390,000) | AID 588591; also: potency is read from the fitted curve at half-maximal effect; % is scaled to controls: 0 for no effect and ±100 for the full control effect
Target sequence (Q9Y253 whole entry, looked up): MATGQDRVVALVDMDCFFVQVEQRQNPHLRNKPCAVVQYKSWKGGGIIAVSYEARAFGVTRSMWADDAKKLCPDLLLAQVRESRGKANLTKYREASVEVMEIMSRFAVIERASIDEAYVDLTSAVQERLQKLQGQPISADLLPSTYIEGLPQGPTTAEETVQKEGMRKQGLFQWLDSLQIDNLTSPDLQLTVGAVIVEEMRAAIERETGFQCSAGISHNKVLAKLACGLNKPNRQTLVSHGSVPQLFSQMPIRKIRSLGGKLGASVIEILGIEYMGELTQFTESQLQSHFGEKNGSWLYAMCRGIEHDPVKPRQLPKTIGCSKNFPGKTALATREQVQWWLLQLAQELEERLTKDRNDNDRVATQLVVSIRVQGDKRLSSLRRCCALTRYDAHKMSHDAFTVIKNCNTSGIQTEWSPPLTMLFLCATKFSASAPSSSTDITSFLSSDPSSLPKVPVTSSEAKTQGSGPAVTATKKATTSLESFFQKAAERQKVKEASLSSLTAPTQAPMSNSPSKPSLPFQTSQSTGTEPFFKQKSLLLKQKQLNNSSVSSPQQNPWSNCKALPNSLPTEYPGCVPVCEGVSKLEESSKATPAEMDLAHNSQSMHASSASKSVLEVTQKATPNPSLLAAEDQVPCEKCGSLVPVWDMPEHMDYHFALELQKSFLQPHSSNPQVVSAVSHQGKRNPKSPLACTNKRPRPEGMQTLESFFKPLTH
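Pol eta (10 nM) was preincubated with compounds for 15 min at room temperature, after which fluorescent replication substrate (50 nM final) was added to start the reaction. Fluorescence was read kinetically at 0 and 10 min.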
Active calls of the source: *; ? = inconclusive; nt = no result given; [ ] = another dose, or the depositor's remark. Unless noted, calls follow the shape of the dose curve; as a rule, active = well fitted curve in the direction sought with a large enough effect; inconclusive = small, poorly fitted or top-dose-only effect, or another doubt; inactive = no such curve, though single readings can be large; an effect the other way counts as inactive or inconclusive. An excerpt (hit frequency here may not be typical).

SMILES | Glioma ERSR ind | Anesthetic bind | Pol iota inh | POLK inh | BLM inh | APEX1 inh | POLB inh | LDHA block | POLH inh
CC(=O)N1c2c(cc(Br)cc2S(=O)(=O)NCc2ccccc2Cl)CC1C (stereo not given) | -2% | 0% | 14% | -4% | 2% | nt | -11% | 0 | -15%
CCN(CC(=O)NCc1ccc(Cl)cc1)C(=O)CSc1ccc(Br)cc1 | -4% | -8% | 18% | -7% | -9% | 10% | 2% | -1 | -16%
CCC(CO)NCc1ccc(OCC(O)c2ccccc2)c(OC)c1 (stereo not given) | -4% | -14% | 4% | 13% | 3% | 30% | 1% | 0 | -5%
FC(F)(F)c1cc(CCN2CCNC[C@@H]2Cc2ccccc2)cc(C(F)(F)F)c1 | -12% | nt | ? | -13% | nt | nt | nt | 2 | ?
CCOC(=O)c1csc(NC(C)=O)n1 | 1% | 4% | 34%[activator] | 2% | -9% | -3% | 9% | -6 | -15%
Cn1c(Cc2ccccc2)nnc1SCC(=O)NC1CCCCC1 | -1% | -6% | 4% | -8% | 5% | 1% | 0% | -7 | -4%
Cn1c(=O)c2c(ncn2CC(=O)OCC(=O)Nc2ccccc2Cl)n(C)c1=O | -3% | 5% | 5% | -6% | 5% | 20% | 82% | -7 | -11%
CCCCC(=O)NC(c1ccccc1)c1ccc2cccnc2c1O (stereo not given) | -2% | 0% | 11% | 3% | -4% | 7% | -1% | 14 | -9%
Cc1ccc(-c2noc(CN(C)C(=O)c3ccoc3C)n2)cc1 | 4% | -12% | 9% | -12% | 0% | -8% | 20% | -5 | 0%
CCc1nnc(SCC(=O)NC2CC2)n1CC | -2% | 0% | -20% | -4% | -4% | 15% | 19% | -2 | -4%
COC(=O)c1ccc(C2C(C(=O)c3cc4ccccc4o3)=C(O)C(=O)N2CCCN(C)C)cc1 (stereo not given) | 2% | ? | 21% | 1% | -1% | -1% | 62% | 7 | -6%
COC(=O)CCCNC(=O)OCc1ccc([N+](=O)[O-])cc1 | 1% | 3% | -13% | -5% | -3% | 3% | 2% | -3 | -6%
CCOc1ccc(S(=O)(=O)N(CC)CC)cc1NC(=O)c1ccc(N2CCCC2=O)cc1 | -10% | -8% | 81%[activator] | -8% | 0% | 54%[activator] | 9% | -6 | -20%
O=CN1CCN(C(=S)NC(=O)c2ccc(Cl)cc2)CC1 | -3% | -4% | -12% | 17% | -1% | 16% | 6% | 1 | -12%
COc1cc(Br)cc2cc(C(=O)NCC3CCCO3)c(=O)oc12 (stereo not given) | -3% | -7% | 33%[activator] | -1% | -1% | -1% | 31% | -2 | 10%
O=C(O)Cc1ccc(C(=O)c2ccccc2F)s1 | -7% | ? | 58%[activator] | -1% | -5% | 4% | -2% | -1 | -9%
Cc1ccc(C(=O)C(OC(=O)CNC(=O)c2ccc(Cl)cc2)c2ccccc2)cc1 (stereo not given) | -3% | -23% | 21% | -13% | -14% | 25% | 7% | 0 | 7%
CCC1CCC(NC(=O)Nc2cccc(OC)c2)CC1 (stereo not given) | 3% | -19% | 39% | 1% | 1% | 18% | 29% | -6 | -12%
Cc1nn(Cc2cccc(C(=O)NCC(C)C)c2)c(C)c1Br | -6% | -10% | 10% | -8% | 3% | -2% | 16% | -3 | 0%
Cc1cccc(C)c1NC(=O)Cn1c(=O)n(CCCC(=O)NCc2ccco2)c(=O)c2sccc21 | -5% | -4% | 29% | -4% | -4% | 11% | -1% | -2 | -15%
COc1ccc(/C=N/Nc2cc(C)nc(N3CCOCC3)n2)c(OC)c1 | -4% | -6% | -3% | 2% | 1% | 2% | 15% | -2 | -10%
Fc1ccc(C2CCCN2Cc2nc(Cc3ccccc3F)no2)cc1 (stereo not given) | -2% | -13% | 23% | -13% | -2% | 2% | -17% | -4 | ?
CCSC1=C(C#N)C(c2ccc(OC)c(OC)c2)CC(=O)N1 (stereo not given) | -5% | -19% | 16% | -15% | -2% | 1% | -30% | 4 | -5%
COc1ccc2[nH]c3c(Cl)ncnc3c2c1 | -2% | 6% | -10% | -26% | 1% | 16% | ? | -1 | -16%
COc1ccc(N=Cc2c(O)c3ccccc3n2C(C)=O)cc1 | 1% | 1% | 43%[activator] | 8% | -1% | -10% | -26% | 4 | 3%
CCN(CC)C(=O)CN(c1cc(Cl)ccc1OC)S(=O)(=O)c1ccc(C)c([N+](=O)[O-])c1 | -4% | 1% | 5% | -4% | -2% | -6% | 8% | -3 | -21%
CCCCCCCCNS(=O)(=O)CCNCc1ccccc1 | -3% | nt | 4% | 10% | nt | nt | nt | 3 | -16%
N#Cc1ccccc1S(=O)(=O)N1CCN(Cc2c(O)ccc3ccccc23)CC1 | -7% | nt | -2% | -6% | nt | -8% | nt | 4 | -11%
CC[C@@H](C)[C@@H]1CN([C@@H](C)CN2CCC[C@H]2CN2C(N)=NC[C@H]2CC(C)C)C(=N)N1CCc1ccc(Cl)c(Cl)c1 | -3% | nt | -15% | -10% | nt | 8% | nt | -5 | -6%
CCN(CC)c1ccc(/C=C(/C#N)c2nc3ccc(C)cc3[nH]2)c(OC(C)C)c1 | -1% | -16% | -14% | -14% | -13% | 5% | 5% | 8 | -8%
Cc1cc(NC(=O)CN2C(=O)CSc3ccc(S(=O)(=O)N(C)C)cc32)ccc1Br | -2% | -7% | -1% | -10% | -8% | nt | 3% | -4 | -14%
O=C1CC(c2ccccc2)CC(O)=C1C=Nc1ccc(Cl)cc1 (stereo not given) | 0% | -1% | -8% | -3% | 1% | 1% | ? | -1 | -11%
Cc1ccc(NC(=O)COc2ccc3oc4c(c3c2)CCCC4)nc1 | -4% | 7% | 9% | -2% | 2% | 2% | 1% | -8 | -7%
O=[N+]([O-])c1cccc(-c2nc(-c3cccs3)c(-c3cccs3)[nH]2)c1 | -4% | ? | 1% | -14% | -6% | ? | -4% | -1 | 2%
CC(C)(C)C(=O)NC(=S)Nc1ccc(Cc2ccncc2)cc1 | 1% | ? | 138%[activator] | -3% | -9% | -3% | 9% | -6 | -6%
COC(=O)CNc1nc(Cl)nc(N2CCC(C)CC2)n1 | -4% | 0% | ? | 1% | -1% | -3% | 0% | -1 | -13%
CCC(C)c1ccc(NC(=S)NCCn2cc(Br)cn2)cc1 (stereo not given) | -1% | ? | 21% | -4% | -13% | -11% | -1% | 2 | -4%
Cc1ccc(SCC(=O)NNC(=O)CNC(=O)c2ccc(Br)cc2)cc1 | -1% | nt | 36%[activator] | -14% | nt | 37%[activator] | nt | -10 | 9%
COC(=O)CNC(=O)C1CCCN1C(=O)CNC(=O)OCc1ccccc1 (stereo not given) | -3% | 3% | 12% | 0% | -2% | 13% | -7% | -6 | -4%
COc1ccc(CNC(=O)c2ccc3c(c2)N(Cc2cccc(Cl)c2)C(=O)c2ccccc2S3)c(OC)c1 | -2% | -15% | 4% | 3%[60.1 µM] | -3% | nt | -26% | 4 | -17%

Reprinted at random: 2 entries already listed, in no set order.
SMILES | Glioma ERSR ind | Anesthetic bind | Pol iota inh | POLK inh | BLM inh | APEX1 inh | POLB inh | LDHA block | POLH inh
CCN(CC(=O)NCc1ccc(Cl)cc1)C(=O)CSc1ccc(Br)cc1 | -4% | -8% | 18% | -7% | -9% | 10% | 2% | -1 | -16%
CCCCCCCCNS(=O)(=O)CCNCc1ccccc1 | -3% | nt | 4% | 10% | nt | nt | nt | 3 | -16%

An excerpt of these results, with values under each structure.
The line under a structure holds: Glioma ERSR ind | Anesthetic bind | Pol iota inh | POLK inh | BLM inh | APEX1 inh | POLB inh | LDHA block | POLH inh
Cc1ccc(NC(=O)COc2ccc3oc4c(c3c2)CCCC4)nc1
    -4% | 7% | 9% | -2% | 2% | 2% | 1% | -8 | -7%
O=[N+]([O-])c1cccc(-c2nc(-c3cccs3)c(-c3cccs3)[nH]2)c1
    -4% | ? | 1% | -14% | -6% | ? | -4% | -1 | 2%
CC(C)(C)C(=O)NC(=S)Nc1ccc(Cc2ccncc2)cc1
    1% | ? | 138%[activator] | -3% | -9% | -3% | 9% | -6 | -6%
COC(=O)CNc1nc(Cl)nc(N2CCC(C)CC2)n1
    -4% | 0% | ? | 1% | -1% | -3% | 0% | -1 | -13%
CCC(C)c1ccc(NC(=S)NCCn2cc(Br)cn2)cc1 (stereo not given)
    -1% | ? | 21% | -4% | -13% | -11% | -1% | 2 | -4%
Cc1ccc(SCC(=O)NNC(=O)CNC(=O)c2ccc(Br)cc2)cc1
    -1% | nt | 36%[activator] | -14% | nt | 37%[activator] | nt | -10 | 9%
COC(=O)CNC(=O)C1CCCN1C(=O)CNC(=O)OCc1ccccc1 (stereo not given)
    -3% | 3% | 12% | 0% | -2% | 13% | -7% | -6 | -4%
COc1ccc(CNC(=O)c2ccc3c(c2)N(Cc2cccc(Cl)c2)C(=O)c2ccccc2S3)c(OC)c1
    -2% | -15% | 4% | 3%[60.1 µM] | -3% | nt | -26% | 4 | -17%

Next part.
SMILES | Glioma ERSR ind | Anesthetic bind | Pol iota inh | POLK inh | BLM inh | APEX1 inh | POLB inh | LDHA block | POLH inh
COc1ccc(NC(=O)CN2CCN(Cc3ccc4c(c3)OCO4)CC2)cc1OC | 7% | -2% | 26% | -10% | -7% | 8% | 3% | -37* | -6%
Cc1nc(-c2cccnc2)sc1C(=O)Nc1ccc(F)cc1F | 0% | -11% | 31%[activator] | -1% | -1% | -4% | 7% | 0 | -9%
COc1ccc2oc(C(=O)OC(C)C(=O)N3C(C)CCCC3C)c(C)c2c1 (stereo not given) | -3% | nt | 60%[activator] | -5% | nt | 15% | nt | -6 | -20%
CC(C(=O)NCc1ccccc1)N1C(=O)c2ccccc2C1=O (stereo not given) | -3% | -6% | 78%[activator] | -9% | -5% | -2% | 27% | -6 | -18%
